NR2F2 inh = blocks human COUP-TFII nuclear receptor. P24468. HEK293T NGFI-A luciferase reporter, luminescence. inhibition, % at 8.6 µM. 370,000 tested, 0.7% active. AID 686940;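 active = inhibition above a per-plate cutoff, mean inhibition of test wells between control levels plus 3 SD, cut at about 38% in these data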;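 also: cells cotransfected with COUP-TFII expression vector driving the NGFI-A reporter; 0% = median of COUP-TF2 test wells and 100% = reporter-only cells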
Target sequence (P24468 whole entry, looked up): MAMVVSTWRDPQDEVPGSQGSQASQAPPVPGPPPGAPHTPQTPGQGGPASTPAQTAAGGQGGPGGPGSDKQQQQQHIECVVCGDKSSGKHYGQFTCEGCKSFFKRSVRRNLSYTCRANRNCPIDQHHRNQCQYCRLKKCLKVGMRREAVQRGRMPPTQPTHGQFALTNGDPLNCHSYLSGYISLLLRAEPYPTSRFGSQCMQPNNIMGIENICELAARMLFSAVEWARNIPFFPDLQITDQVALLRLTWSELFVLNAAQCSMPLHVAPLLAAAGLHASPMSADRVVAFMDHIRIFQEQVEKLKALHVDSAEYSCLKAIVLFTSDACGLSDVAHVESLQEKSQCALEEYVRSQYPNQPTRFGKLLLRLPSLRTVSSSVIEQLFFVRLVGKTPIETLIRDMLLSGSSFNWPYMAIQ
TLR9-MyD88 block = blocks human TLR9 binding to MyD88. inhibition, % at 4.98 µM. CHO BLA complementation TLR9-MyD88, CCF4 FRET ratio. 340,000 tested, 0.21% active. Q9NR96+Q99836;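 active = inhibition above the mean over all tested compounds plus 3 SD, cut at about 21% in these data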;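 also: 0% = DMSO only wells and 100% = clavulanate BLA inhibitor control wells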
TROY NFkB inh = blocks TROY-dependent signaling in reporter cells; inhibition, % at 10 µM; Q293 LMP1-TROYcd NF-kB luciferase reporter, 4 h; 360,000 tested, 0.98% active;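 active = compounds whose plate-normalised and pattern-corrected inhibition of the luciferase reporter signal at the single screening dose is 50% or more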
NCOA1 inh = human NCOA1 inhibition; HEK293 GAL4-SRC1 luciferase reporter, luminescence; Q15788; 360,000 tested, 0.12% active; AID 588354; inhibition, % at 3.6 µM;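 active = inhibition above the campaign mean plus 3 SD, with each screening campaign given its own cutoff, cut at about 60% in these data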;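 also: 0% = DMSO treated cells and 100% = gossypol at 36 µM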
SRC2 inh = human SRC2 (NCOA2) inhibition. Q15596. HEK293 GAL4-SRC2 luciferase reporter, luminescence. inhibition, % at 9 µM. AID 651957. 370,000 tested, 0.17% active;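 active = inhibition above the mean inhibition of all tested compounds plus 3 SD, set per campaign, cut at about 52% in these data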;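 also: 0% = DMSO treated cells and 100% = cells given Gossypol at 36 µM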
NCOA3 inh = inhibitors of human steroid receptor coactivator 3 (SRC3). Q9Y6Q9. HEK293 GAL4-SRC3 luciferase reporter, luminescence. inhibition, % at 3.6 µM. 360,000 tested, 0.17% active;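 active = inhibition above a per-campaign cutoff, the mean of all compounds plus 3 SD, cut at about 60% in these data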;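 also: 0% = DMSO-treated cells and 100% = gossypol-treated cells at 36 µM; higher means less SRC3-driven luciferase light from the GAL4 reporter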
ABHD5 PLIN5 PPI = blocks binding of human ABHD5 to perilipin-5 | inhibition, % at 4 µM | Split G. princeps luciferase complementation, luminescence, 4 h | Q00G26+Q8WTS1 | 360,000 tested, 0.78% active | AID 602281;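 active = inhibition above the mean inhibition across every tested compound plus 3 SD, cut at about 22% in these data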;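 also: 0% = DMSO only wells and the 100% control is not disclosed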
Exocytosis inh = lytic granule exocytosis inhibition | TALL-104 LAMP-1 surface exposure, flow cytometry; cells stimulated with thapsigargin and PMA | inhibition, % at 10 µM | 360,000 tested, 0.66% active | AID 651702;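 active = inhibition above about 55%, limit read from the data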
NOD2 RIPK2 PPI = NOD2-RIPK2 protein interaction inhibition. inhibition, % at 4.98 µM. AID 624267. CHO BLA complementation NOD2-RIPK2, CCF4 ratio. 360,000 tested, 0.38% active. O43353; in the data active = inhibition above about 21%;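 also: 0% = vehicle only and 100% = reference blocker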
LRH-1 inv ag = inverse agonists of human LRH-1 (NR5A2) | inhibition, % at 3.6 µM | HEK293T StAR-luciferase reporter, LRH-1 transfected, 24 h | 360,000 tested, 0.13% active | AID 602396 | O00482;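 active = inhibition above the mean inhibition of all tested compounds plus 3 SD, cut at about 73% in these data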;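 also: 0% = DMSO wells and 100% = reporter-only cells lacking LRH-1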
Target sequence (O00482 whole entry, looked up): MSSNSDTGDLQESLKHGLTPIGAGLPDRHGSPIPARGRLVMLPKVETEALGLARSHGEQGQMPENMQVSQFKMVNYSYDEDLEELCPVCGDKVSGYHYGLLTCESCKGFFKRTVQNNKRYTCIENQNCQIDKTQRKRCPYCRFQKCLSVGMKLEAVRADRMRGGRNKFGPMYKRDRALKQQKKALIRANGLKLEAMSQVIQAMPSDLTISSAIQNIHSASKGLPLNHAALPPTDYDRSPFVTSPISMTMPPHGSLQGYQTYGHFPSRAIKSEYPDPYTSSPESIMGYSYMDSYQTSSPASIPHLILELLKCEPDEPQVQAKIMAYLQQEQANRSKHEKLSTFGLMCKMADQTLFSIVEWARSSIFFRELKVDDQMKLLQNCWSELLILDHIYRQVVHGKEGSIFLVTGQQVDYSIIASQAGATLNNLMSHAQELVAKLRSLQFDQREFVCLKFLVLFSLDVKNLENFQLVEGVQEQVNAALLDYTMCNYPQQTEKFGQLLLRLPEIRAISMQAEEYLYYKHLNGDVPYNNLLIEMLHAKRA
TWEAK Fn14 block = blocks TWEAK-Fn14 interaction in a reporter cell assay | 360,000 tested, 2% active | inhibition, % at 10 µM | TWEAK-stimulated Fn14 reporter cells, luciferase luminescence, 8 h; in the data active = inhibition above about 50%
* = called active by the depositor; · = no result given.

SMILES | NR2F2 inh | TLR9-MyD88 block | TROY NFkB inh | NCOA1 inh | SRC2 inh | NCOA3 inh | ABHD5 PLIN5 PPI | Exocytosis inh | NOD2 RIPK2 PPI | LRH-1 inv ag | TWEAK Fn14 block
N#CCCN(CCC#N)c1nncs1 | 1 | 4 | 18 | -36 | 11 | -47 | -3 | 6 | -2 | -13 | -11
COc1ccc2c(c1)C=C(CN1CCN(C3CCCC3)C(CCO)C1)CO2 (stereo not given) | -15 | -15 | 3 | 2 | -22 | 16 | 6 | -1 | -1 | 1 | -4
Cc1cc(C)c(-c2c(O)c3cccc4c3n(c2=O)CCC4)c(C)c1 | 6 | 7 | 3 | 11 | 13 | 12 | -1 | -1 | -5 | 1 | 56*
CCOC(=O)C1CCN(Cc2cc(=O)oc3c(C)c(C)ccc23)CC1 | 31 | -1 | 22 | 1 | 31 | 17 | 8 | -15 | 5 | 10 | 23
COC(=O)c1c(NC(NC(=O)C(C)C)C(Cl)(Cl)Cl)sc2c1CCC2 (stereo not given) | 10 | 0 | -3 | 0 | -11 | 11 | -6 | 4 | -3 | -1 | 11
COc1cc(NC(=O)CSc2nnc(NC(C)C)s2)cc(OC)c1OC | 2 | 3 | -1 | 3 | 0 | 1 | 1 | 2 | -9 | 23 | 0
CCOc1ccccc1-c1nc(-c2cccc(Br)c2)no1 | · | -8 | -38 | 3 | · | -16 | -1 | 4 | -15 | -6 | -6
CCC/C=C(\CCC)C(NC(=O)OCC(C)C)c1ccc(C(=O)OC)cc1 (stereo not given) | -4 | -5 | -5 | -9 | 1 | -4 | 5 | 12 | -3 | 4 | -19
Cc1noc(C)c1NC(=O)Nc1cccc2c1O[C@H](CN(C)S(=O)(=O)c1cn(C)cn1)[C@@H](C)CN([C@H](C)CO)C2=O | 10 | 6 | -1 | 6 | 17 | 11 | 9 | -1 | 3 | -19 | 8
Clc1cccc(CNc2nc(-c3cccnc3)nc3ccccc23)c1 | 8 | -6 | 40 | -2 | 22 | -12 | 4 | 99* | 5 | 15 | -12
CCOC(=O)CSc1nc(C)c(C(=O)OCC)s1 | 11 | 5 | 1 | -4 | 7 | -3 | 2 | -1 | -6 | 10 | 6
N#CN1C2CCC1CC(O)(c1ccccc1)C2 (stereo not given) | · | · | -10 | 11 | · | 14 | -1 | 11 | 3 | 24 | 13
O=C(c1nc2nc(-c3ccccc3)cc(C(F)(F)F)n2n1)N1CCCCC1 | 7 | -11 | 8 | -5 | -10 | 8 | 1 | 3 | -3 | -11 | -9
Cc1ccc(S(=O)(=O)N2CCOCC2)cc1NC(=O)COC(=O)c1ccc2c(c1)OCO2 | 4 | -8 | -12 | -5 | -34 | 11 | -3 | -3 | -11 | 6 | 1
COc1ccc(Cl)cc1N(CC(=O)N1CCCC1)S(C)(=O)=O | 8 | 5 | 19 | 5 | 19 | 0 | -6 | 7 | 3 | -12 | -11
O=C1CCN(Cc2ccccc2)CCN1[C@H](CSc1ccccc1)c1ccccc1 | -6 | -6 | 10 | -9 | -42 | 12 | 4 | 8 | -12 | -1 | 38
COc1ccc(/C=N/NC(=S)NC2CCS(=O)(=O)C2)cc1 (stereo not given) | 6 | 1 | 8 | 9 | -21 | 12 | 4 | -5 | 8 | 13 | 0
Cc1cc(=O)oc2c(C)c(OCC(=O)NCCCN3CCOCC3)ccc12 | 6 | 8 | -9 | -12 | -24 | 12 | 6 | -12 | -2 | 15 | 4
CCC(=O)c1ccc(OCC(=O)Nc2nn3cnnc3s2)cc1 | -16 | -7 | 1 | 10 | 1 | 24 | -1 | 0 | -4 | 7 | -28
CCOC(=O)[C@H]1Nc2ccc(Cl)cc2[C@@H]2[C@H]1C1CC(c3ccccc31)N2C(=O)OCc1ccccc1 (stereo not given in full) | 3 | · | 9 | 4 | 13 | 18 | -3 | 0 | -2 | 5 | -24

Shown as a hit in TWEAK Fn14 block, of those listed so far:
compound,NR2F2 inh,TLR9-MyD88 block,NCOA1 inh,SRC2 inh,NCOA3 inh,ABHD5 PLIN5 PPI,Exocytosis inh,NOD2 RIPK2 PPI,LRH-1 inv ag,TWEAK Fn14 block
Cc1cc(C)c(-c2c(O)c3cccc4c3n(c2=O)CCC4)c(C)c1,6,7,11,13,12,-1,-1,-5,1,56*

More records.
SMILES | NR2F2 inh | TLR9-MyD88 block | TROY NFkB inh | NCOA1 inh | SRC2 inh | NCOA3 inh | ABHD5 PLIN5 PPI | Exocytosis inh | NOD2 RIPK2 PPI | LRH-1 inv ag | TWEAK Fn14 block
CS(=O)(=O)/C(C#N)=C/c1cccn1S(=O)(=O)c1ccccc1 | 1 | 6 | 12 | 6 | -1 | 16 | 4 | 16 | 2 | 8 | -17
Cc1cccc(-c2cc3nc4c(c(N5CCC6(CC5)OCCO6)n3n2)CCCC4)c1 | -3 | 0 | 4 | -11 | -3 | 8 | -7 | 6 | -9 | -20 | 11
CCOC(=O)c1ccc(NC(=O)CCNc2c(N3CCCC3)c(=O)c2=O)cc1 | 12 | -8 | 13 | 8 | -1 | -1 | -5 | 2 | 0 | -1 | -10
Cc1nccn1-c1cc(C(C)(C)C)nc2c(-c3ccccc3)cnn12 | -9 | 1 | 29 | -12 | -26 | -5 | 7 | -4 | 2 | -1 | 1
COc1ccc(NC(=O)c2c(C)nn(Cc3ccccc3)c2C)cc1S(=O)(=O)N(C)C | 5 | -5 | 9 | -21 | -3 | -14 | 5 | 71* | -2 | 1 | 7
O=C(NNC(=O)[C@H]1CC=CC[C@H]1C(=O)O)c1ccc(Cl)cc1Cl | 21 | -7 | -41 | 5 | 8 | 17 | 2 | -3 | -4 | 1 | -17
O=C(NCCN1CCOCC1)c1cccc2c1C(=O)c1ccc(N3CCCC3)cc1S2(=O)=O | 8 | 0 | -21 | -13 | 3 | -14 | 9 | -3 | 0 | 6 | -8
CC(=O)c1ccc(NC(=O)C2CCCN2S(=O)(=O)c2cccs2)cc1 (stereo not given) | 15 | -5 | 6 | -1 | -13 | -16 | -11 | 5 | -8 | -10 | 2
OC(CNCCc1ccc(C(F)(F)F)cc1)COc1ccc2ccccc2c1 (stereo not given) | 4 | -1 | -24 | -48 | -29 | 8 | -12 | 25 | 8 | 2 | -13
CC(C)c1ccc(C(=O)Nc2nnc(S(=O)(=O)N3CCCCC3)s2)cc1 | -12 | 3 | 17 | 8 | -25 | 13 | -12 | 1 | -4 | -6 | 13
CCOc1cccc(/C=C2/NC(=O)N(CC(=O)Nc3cccc(C)c3)C2=O)c1O | 16 | 10 | 3 | -8 | 7 | -5 | 14 | 13 | -10 | -11 | -10
CC1CCN(C(=S)c2cn(Cc3ccccc3F)c3ccccc23)CC1 | 7 | -3 | 0 | -1 | 10 | 19 | -4 | -2 | -10 | 6 | -1
Cc1ccc(C)c(N2CCN(c3ccncc3N)CC2)c1 | 18 | 1 | 24 | 3 | 26 | 18 | 1 | 2 | 5 | -5 | -18
CC(C)c1ccc(NS(=O)(=O)c2ccc(-n3cccn3)cc2)cc1 | 30 | -6 | -22 | -47 | 21 | 8 | -15 | 5 | 2 | -15 | 5
COc1ccc(-c2csc3nc(-c4ccc(C)cc4)oc(=O)c23)cc1OC | -5 | 3 | -47 | 3 | -4 | 8 | -4 | -2 | -10 | 3 | -33
CC(=O)c1ccc(NC(=O)C2CCN(S(=O)(=O)c3cccnc3)CC2)cc1 | -1 | -2 | 15 | -3 | 7 | -32 | -2 | -3 | -3 | 10 | -3
O=C(c1ccc2c(=O)n(Cc3ccccc3Cl)c(=S)[nH]c2c1)N1CCOCC1 | 8 | 11 | 4 | -15 | 12 | 0 | -3 | 0 | 9 | -22 | -2
CC(=O)Nc1ccc(NC(=O)Cn2nc([N+](=O)[O-])c(Br)c2C)cc1 | 8 | -11 | 5 | -20 | -5 | 8 | 4 | 6 | -3 | 9 | -13
O=C(O)c1cc(-c2ccc(/C=N/Nc3ccc(Cl)cc3)o2)ccc1Cl | -14 | 1 | -9 | -4 | -9 | 26 | 5 | 10 | -4 | -12 | 0
O=C(CCN1C(=O)C2CCCCC2C1=O)Nc1nc(-c2ccc(F)c(F)c2)cs1 (stereo not given) | -15 | 9 | 34 | -14 | 2 | -13 | 3 | 2 | 4 | -3 | 20
O=C(CNC(=O)C1COc2ccccc2O1)N/N=C/c1cc(Br)c(O)c(Br)c1 (stereo not given) | 18 | -1 | -19 | -4 | -10 | -27 | 0 | -7 | -8 | 10 | 1
CCOC(=O)C1CCCN(Cc2c(C(=O)N3CCOCC3)nc3ccccn23)C1 (stereo not given) | -6 | -2 | 0 | 3 | 0 | -14 | 4 | -1 | 5 | 4 | 12
COC(=O)C1C2C=CC3(CN(c4ccc(Cl)c(F)c4)C(=O)C13)O2 (stereo not given) | 12 | -2 | 9 | 2 | 17 | -2 | -11 | -1 | -17 | -16 | 1
COc1ccccc1Cc1c(-c2ccco2)nc2c3ccccc3ccn12 | -24 | · | 26 | · | -38 | · | 9 | 76* | -4 | -29 | 42
O=C(CNS(=O)(=O)c1ccccc1)OCC(=O)c1c[nH]c2ccccc12 | -9 | -2 | 6 | -21 | -3 | -19 | 6 | -1 | 0 | -1 | 3
CC(=O)c1cccc(NC(=O)c2sc(Cl)nc2C)c1 | -15 | 3 | -24 | 2 | 0 | 2 | -3 | 8 | -8 | 2 | -11
O=C(CCN1C(=O)c2ccccc2C1=O)Nc1ccccn1 | 5 | 0 | -5 | 14 | -7 | 15 | -4 | -5 | -8 | 10 | -10
COC(=O)c1cc2ccccc2oc1=O | -11 | 7 | 0 | 6 | -1 | 1 | 0 | 0 | 5 | -2 | -10
O=C(/C=C/c1ccccc1)N/C(=C/c1ccccc1)C(=O)Nc1cccc(C(=O)O)c1 | -6 | -9 | -8 | -2 | -34 | -23 | 0 | 2 | -6 | 3 | -1
O=C(NNC(=O)c1cc(Cl)nc2ccccc12)c1ccccc1F | -3 | 5 | 6 | 1 | 8 | 9 | -2 | -13 | 6 | 22 | -18
CCOc1ccccc1C(=O)NC1CC2CCCC(C1)N2Cc1ccc(C)cc1 (stereo not given) | 5 | -2 | 29 | 6 | -64 | 10 | 2 | -9 | -1 | 4 | 0
Cc1ccc(NC(=O)c2cc(-c3ccc4c(c3)OCO4)on2)cc1C | -6 | -3 | 0 | 7 | -17 | 5 | 0 | 0 | 2 | 18 | -19
CS(=O)(=O)Oc1ccc2c(c1)O/C(=C\c1cccnc1)C2=O | 3 | 5 | -7 | -10 | 2 | 6 | 3 | 5 | -1 | 8 | -9
CCc1ccc(NS(=O)(=O)c2ccc3c(c2)oc(=O)n3C)cc1 | -1 | 3 | 3 | 14 | -7 | -7 | 1 | 3 | -2 | 19 | 8
Cc1cc(C)cc(N(C(=O)Cc2cccs2)C(C(=O)NC2CCCC2)c2ccc(C)o2)c1 (stereo not given) | 13 | 6 | -27 | -3 | 8 | 4 | -4 | 1 | -5 | -12 | -9
COC(=O)C1CCN(CC(N)=O)CC1 | 1 | 13 | 8 | -33 | -7 | 2 | -3 | 1 | 0 | -1 | -7
COc1ccc(-c2csc3ncn(-c4ccccc4)c(=O)c23)cc1OC | 5 | 6 | 7 | 4 | 2 | 20 | 0 | 0 | 7 | 7 | -7

Not all compounds are listed, so the mix of outcomes need not match the whole.
